EPAC1 ag: EPAC1 (human) agonism. O95398. EPAC1 agonist qHTS, biochemical assay; response scale: 100% = response to 6.5 mM cAMP. Potency, µM (highest dose often 154 µM), for the others: top-dose activation, most hits filed as activators. 0.073% of 360,000 active. AID 720707; also: potency is read from the fitted curve at half-maximal effect; nearly all actives have a fitted effect of over 60% in size
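Nucleotide exchange assay: 100 nM EPAC1 with 250 nM Rap1B loaded with BODIPY-GDP and 50 uM GDP, room temperature. Fluorescence (480/540 nm) read every 5 min for 30 min; signal change normalized to 6.5 mM cAMP as full agonist.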
WRN helicase inh: blocks human WRN helicase; Q14191; WRN helicase unwinding, fluorescent forked duplex, kinetic; Potency, µM (top dose mostly 114 µM), for the others: at the top dose activity change, negative = inhibition, hits mostly inhibitors; 0.46% of 360,000 active; also: potency is read from the fitted curve at half-maximal effect; % is scaled to controls: 0 for no effect and ±100 for the full control effect; nearly all actives have a fitted effect of over 55% in size
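Kinetic red-fluorescence monitoring (525/598 nm) tracks WRN helicase activity after 100 nM fluorophore-quencher forked duplex and 2 mM ATP are added to 20 nM enzyme pretreated 15 min at room temperature with compound.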
Abeta yeast res: A-beta toxicity reversal in yeast | yeast expressing A-beta42, growth rescue, OD600, 48 h; response scale: 0% DMSO, 100% iron-clioquinol control | Potency, µM (titrated, usually from 46.1 µM), for the others: at the highest dose growth rescue, usual class: activators | 0.063% of 410,000 active | AID 1347071; also: potency is read from the fitted curve at half-maximal effect; nearly all actives have a fitted effect of over 55% in size
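Growth rescue measured by 600 nm absorbance after 48 h yeast culture at 30 C with compound. Values normalized between DMSO and an equimolar ferric chloride plus clioquinol control.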
PI5P4K alpha inh: PI5P4K alpha (human) kinase inhibition. PI5P4Kalpha enzyme, ADP-Glo luminescence, 60 min; stronger effect = lower value. max response, %. 1.2% of 330,000 active. AID 652105; active = max response of -50% or lower; inconclusive = between -30% and -50%; inactive = -30% or higher; also: value at the top dose of about 77 µM; % is scaled to controls: 0 for no effect and ±100 for the full control effect
Target sequence (P48426 whole entry, looked up): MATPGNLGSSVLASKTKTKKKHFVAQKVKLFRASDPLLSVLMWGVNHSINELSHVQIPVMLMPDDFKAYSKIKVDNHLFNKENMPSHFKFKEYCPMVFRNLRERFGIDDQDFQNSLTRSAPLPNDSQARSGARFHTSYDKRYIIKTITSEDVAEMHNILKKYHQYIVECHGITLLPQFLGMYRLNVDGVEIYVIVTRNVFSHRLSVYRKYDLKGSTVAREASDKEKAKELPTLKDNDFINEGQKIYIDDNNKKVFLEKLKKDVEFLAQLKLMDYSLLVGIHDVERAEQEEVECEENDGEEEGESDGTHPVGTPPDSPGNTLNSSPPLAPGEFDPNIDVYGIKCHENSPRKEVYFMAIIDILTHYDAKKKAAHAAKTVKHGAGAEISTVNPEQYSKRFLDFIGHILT
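Quantitative HTS of the MLSMR library against PI5P4Kalpha with substrate. ATP added last at 5 microM final; room temperature, 60 minutes. Remaining ATP depleted, ADP converted and read as luminescence.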
FUS suppressor: suppressors of FUS proteinopathy in yeast | S. cerevisiae FUS-expressing, growth rescue, OD600, 24 h | AID 1347120 | Potency, µM (highest dose often 76.6 µM), inactives show at the top dose growth rescue (activation), hits mostly activators | 0.24% of 390,000 active;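 also: potency is read from the fitted curve at half-maximal effect; plate controls were DMSO vehicle for no effect and reference control for full effect; nearly all actives have a fitted effect of over 55% in size; some results filed as inactive show a strong effect at the top dose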
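FUS-expressing yeast, raffinose-pregrown, induced in 2% galactose minimal medium at OD 0.005; compounds in a dilution series, 24hr at 30C. Growth restoration read as absorbance at 600 nm. CP55940 positive control, DMSO negative.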
IL2 activator: activators of IL-2 | IL-2 activation reporter assay, cell-based qHTS; stimulated with anti-CD3/CD4/CD28 beads; in transgenic mouse T cells | AID 652025 | 0.065% of 360,000 active | activation, % (series mostly up to about 46 µM); in the data active = activation above about 50%; inconclusive = mostly about 30% to 49%; also: 0% is about no effect
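Unstimulated transgenic mouse T cells preincubated 60 min with compound, then stimulated with anti-CD3/anti-CD4-coated beads plus anti-CD28 for 18 h at 37 degrees C. IL-2 response read as EGFP and DsRed fluorescence by plate cytometry.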
PLK1 PBD inh: blocks phosphopeptide binding to human PLK1 polo-box domain | P53350 | Plk1 PBD binding of FITC phosphopeptide, fluorescence polarization | Potency, µM, inactives show max response, negative = inhibition, actives largely listed as inhibitors | 2.8% of 360,000 active; also: potency is read from the fitted curve at half-maximal effect; series mostly up to about 57 µM; % is scaled to controls: 0 for no effect and ±100 for the full control effect; nearly all actives have a fitted effect of over 65% in size
Target sequence (P53350 whole entry, looked up, the tested form may be a part): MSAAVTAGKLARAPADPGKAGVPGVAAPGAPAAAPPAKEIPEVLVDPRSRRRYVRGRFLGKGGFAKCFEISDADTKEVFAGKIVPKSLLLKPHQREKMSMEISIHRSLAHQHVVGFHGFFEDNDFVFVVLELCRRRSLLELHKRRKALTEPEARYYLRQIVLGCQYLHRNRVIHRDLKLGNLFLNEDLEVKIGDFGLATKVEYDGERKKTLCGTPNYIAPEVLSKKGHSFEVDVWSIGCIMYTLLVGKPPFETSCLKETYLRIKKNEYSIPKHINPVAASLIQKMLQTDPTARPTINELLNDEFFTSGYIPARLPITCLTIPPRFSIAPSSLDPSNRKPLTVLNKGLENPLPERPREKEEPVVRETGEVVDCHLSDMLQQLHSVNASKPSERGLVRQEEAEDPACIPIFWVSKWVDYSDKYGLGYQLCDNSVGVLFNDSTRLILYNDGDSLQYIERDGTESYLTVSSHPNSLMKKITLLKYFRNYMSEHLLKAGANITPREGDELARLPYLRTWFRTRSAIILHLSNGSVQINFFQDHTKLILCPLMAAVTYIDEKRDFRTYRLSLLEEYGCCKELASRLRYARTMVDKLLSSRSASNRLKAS
EPAC1 antag: EPAC1 (human) antagonism. O95398. 0.14% of 360,000 active. EPAC1 GEF assay, Rap1b-BODIPY-GDP exchange fluorescence. Potency, µM (titrated, usually from 115 µM), inactives show at the highest dose activity change, negative = inhibition, hits mostly inhibitors;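 also: potency is read from the fitted curve at half-maximal effect; plate controls were vehicle for no effect and positive control for full effect; nearly all actives have a fitted effect of over 50% in size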
* marks the source's active call; other numbers are inactive results; ? = inconclusive; . = not tested or not shown; & = joins results of further samples; [ ] = dose if it differs, or a comment. Unless noted, calls follow the shape of the dose curve; as a rule, active = well fitted curve in the direction sought with a large enough effect; inconclusive = small, poorly fitted or top-dose-only effect, or another doubt; inactive = no such curve, though single readings can be large; an effect the other way counts as inactive or inconclusive.

SMILES	EPAC1 ag	WRN helicase inh	Abeta yeast res	PI5P4K alpha inh	FUS suppressor	IL2 activator	PLK1 PBD inh	EPAC1 antag
CC(=O)c1ccc(S(=O)(=O)N(CCCO)Cc2cc3cc4c(cc3[nH]c2=O)OCCO4)cc1	10%	0%	1%	1	-4%	0.3	-15%	?
O=C(NC1CCCCCCC1)C1=COCCO1	-6%	6%	15%	-3	-5%	-0.4	0%	3%
CSc1ccccc1NC(=O)c1cc(-c2cccnc2)nc2ccc(Br)cc12	-4%	?	7%	-8	20%	1.8	-8%	-6%
COc1cc(/C=N/n2cnc3scc(-c4cccs4)c3c2=O)cc(OC)c1OC	11%	-21%[57.1 µM]	5%	-5	-7%	-1.4	6%	-6%
O=c1ccc(-c2ccc(S(=O)(=O)Nc3ccccc3)o2)n[nH]1	-5%	-2%	-6%	-6	8%	-0.4	-6%	5%
CC(=C/c1ccccc1)/C=C1/SC(N2CCOCC2)=NC1=O	-2%	-37%	-4%	-4	16%	2.4	-20%	3%
COc1cc(C(=S)N2CCOCC2)ccc1OS(=O)(=O)c1ccccc1[N+](=O)[O-]	1%	-10%	2%	-5	-6%	-1.1	15µM*	-4%
O=C(CN(C(=O)CCC(=O)Nc1nccs1)c1ccc(F)c(Cl)c1)NCc1ccco1	9%	-2%	2%	1	35%	0.1	-1%	10%
c1ccc2cc(OCCCn3ccnc3)ccc2c1	2%	9%	-7%	5	8%	-1.4	-22%	-21%
Brc1ccc(OCc2nnc3n2CCC3)cc1	8%	12%	3%	-3	-21%	-1.9	-17%	-4%
COc1nc(Nc2ccc(-c3nc4ccccc4o3)cc2)nc(N2CCOCC2)n1	3%	-10%	0%	2	?	0.0	-3%	10%
COc1cc(/C=N/NC(=O)C[n+]2ccccc2)cc(OC)c1OC	-5%	-13%	-6%	7	.	0.3	-4%	6%
COc1ccc(CN(C)C(=O)Cn2cnc3c(NCc4ccccc4)ncnc32)cc1OC	-7%	0%	8%	8	20%	-0.4	-5%	14%
CSc1cccc(CNC(=O)C2CCC(=O)N(CC3CCCCC3)C2)c1 (centres undefined)	2%	?	10%	-9	36%	-6.4	-12%	-4%
NC(=S)N=Nc1c(O)n(CCCl)c2ccc(Br)cc12	7%	-6%	16%	-2	-18%	-2.7	-4%	-21%
CCOc1cc([C@H]2[C@@H]3CCCC[C@]3(O)CCN2CC(=O)NCc2ccco2)ccc1O	7%	7%	1%	-2	20%	-2.6	-9%	7%
C=CCn1c(SCC(=O)Nc2cccc(C)c2)nnc1-c1cnccn1	2%	6%	3%	-9	31%	-0.7	-7%	11%
COCc1cc(=O)n2[nH]c(SCc3ccccc3)nc2n1	-2%	-7%	9%	1	17%	0.9	2%	4%
c1ccc(CCc2nn3c(C4COc5ccccc5O4)nnc3s2)cc1 (centres undefined)	17%	-7%[57.1 µM]	5%	.	24%	-1.0	24µM*	-9%
CC(C)N(Cc1cn[nH]c1-c1ccc(-c2ccccc2)cc1)Cc1nccn1C	4%	-4%	-1%	3	16%	0.9	-6%	-23%
COCCCNC(=S)Nc1ccc(C)cc1	-9%	-2%	28%	2	0%	0.5	4%	5%
O=S(=O)(Nc1cccc(-c2ccc(N3CCCCCC3)nn2)c1)c1cccc(F)c1	1%	-4%	3%&5%	-22	35%&44%	-0.3	-5%	-11%
O=C(NC1CCCC1)C(c1ccccc1)n1c(-c2cccc3ccccc23)nc2ccccc21 (centres undefined)	0%	-6%	8%	1	?	-0.1	4%	6%
CC(=O)Nc1ccc(SCCN2CC[C@@H](O)CCC2=O)cc1	8%	-3%	12%	2	-5%	3.5	?	-2%
Cn1nnnc1SCC(=O)Nc1ccccc1Br	12%	0%	-3%	0	-2%	-1.6	-3%	-19%
c1cncc(Nc2nc(-c3cccs3)cs2)c1	10%	-18%	-16%	.	40%	2.1	19µM*	10%
Cc1ccc(-n2nnnc2SC(C)C(=O)Nc2ccccc2-c2ccccc2)cc1 (centres undefined)	28%	-33%[57.1 µM]	13%	1	15%	-3.6	-19%	-19%
O=C(O)C1CC(=O)N(c2ccc(OCc3ccc(Cl)cc3Cl)cc2)C1 (centres undefined)	-3%	-3%	0%	.	27%	0.0	-4%	4%
O=[N+]([O-])c1ccc(Cl)c(CN2CCSCC2)c1	-3%	5%	9%	-5	-35%	1.2	-4%	2%
O=P(/C(=N/O)Sc1ccccc1)(N1CCOCC1)N1CCOCC1	7%	-1%	-6%	0	-18%	-2.4	-11%	-3%
CN(C)CCNc1nc2c(c(=O)[nH]c(=O)n2C)n1CCCc1ccccc1	-18%	-2%	-9%	-8	-6%	-3.4	-3%	2%
Cc1ccccc1NC(=O)CN1C(=O)c2ccccc2C1=O	4%	-9%	0%	-2	-21%	0.2	-4%	-6%
COc1ccc(-n2cnc3cc(C(=O)NC4CCCC4)ccc32)cc1	0%	-1%	-15%&0%	0	6%&-11%	13	-2%	0%
CCOC(=O)Cc1nn(Cc2nc(-c3ccc(C)cc3)cs2)c(=O)c2ccccc12	6%	1%	1%	-3	?	-0.4	-1%	7%
O=C(Nc1cccc(NC(=O)c2cccs2)c1)c1ccc(Br)cc1	-7%	-13%[57.1 µM]	6%	-3	12%	-0.8	0%	-14%
C[C@@H]1CN([C@@H](C)CO)C(=O)CCCn2nncc2CO[C@H]1CN(C)S(=O)(=O)c1cccs1	2%	2%	15%	-2	2%	-1.6	-13%	-27%
COc1ccc(CN(C)C2c3ccccc3-c3ccccc32)cc1	4%	-27%	20%	15	.	-0.4	-9%	-10%
CCn1ncc(C(=O)Nc2ccc(F)cc2)c1C	9%	5%	4%	5	1%	-0.4	-8%	-12%
COC(=O)C1CCN(C(=O)c2cc3c(=O)n4cccc(C)c4nc3n2Cc2ccccc2)CC1	-1%	-1%	6%	7	2%	-4.6	6%	-3%
NN=C(c1ccccc1)c1ccccc1	0%	8%	3%	7	9%	0.4	-12%	-7%
O=C(COc1ccccc1)NNc1nc2c(F)cc(F)cc2s1	12%	1%	-3%	5	1%	-1.8	-5%	-3%
COc1ccc(NC(=O)c2cccc(C#N)c2)cc1NS(=O)(=O)c1ccc(F)cc1	7%	-4%	-15%	-18	12%	1.0	-2%	-3%
CC1(C(=O)NS(=O)(=O)c2ccc(F)cc2F)CCN1C(=O)Cc1ccc(-c2ccccc2)cc1 (centres undefined)	-7%	6%[57.1 µM]	6%	-6	11%	-0.5	-12%	-13%
Cc1ccc(C(C)NC(=O)C23CC4CC(CC(C4)C2)C3)cc1 (centres undefined)	-4%	-1%	-14%	2	11%	-0.5	0%	-15%
O=c1[nH]cnc2cc(-c3ccccc3)sc12	1%	-17%	-15%	-28	7%	-0.8	0%	3%
CCOC(=O)N1CCN(C(=O)c2cnn3c(C(F)F)cc(-c4ccc(C)cc4)nc23)CC1	8%	-21%	?	5	-6%	0.0	-7%	-11%
COc1ccc(Nc2nc(N)nc(SCc3nnc(C)s3)n2)cc1	-3%	-4%	0%	-3	30%	-1.4	-5%	4%
CCCCn1c(N)c(N(CC(C)C)C(=O)CC(NC(=O)c2ccccc2Cl)c2ccccc2)c(=O)[nH]c1=O (centres undefined)	4%	-1%	2%	-21	?	5.3	-20%	-11%
CC(=O)N(CCC(Cc1ccccc1)c1ccco1)Cc1ccco1 (centres undefined)	-6%	-28%	-7%	?	20%	0.3	-12%	-10%
COc1ccc2c(c1)c(CC(=O)O)c(C)n2C(=O)c1ccc(Cl)cc1	-15%	8%	6%	-8	3%	-0.1	-15%	5%
O=C(CSc1ncccn1)N1CCCc2ccccc21	-5%	10%	-10%	-4	-2%	-0.3	-6%	7%
Cc1cc(NC(=O)COC(=O)[C@@H]2CCCN2C(=O)c2cccs2)no1	-2%	3%	-3%	8	9%	0.4	2%	4%
O=C(CSc1ccccc1)NNC(=O)c1ccncc1	11%	-5%	-1%	-5	-3%	1.4	-24%	-15%
C/C(N)=C(/C#N)C(=O)CSc1cc(C)c2ccccc2n1	1%	1%	0%	1	-7%	0.1	-11%	-20%
O=C(O)c1ncc(-c2ccccc2)cn1	16%	3%	0%	.	17%	1.4	-6%	-3%
COCc1c(Br)c(C)nc(OCC(=O)N/N=C/c2cc(C)n(-c3ccc([N+](=O)[O-])cc3)c2C)c1C#N	11%	12%	-5%	-3	6%	-3.6	-8%	-8%
COCc1cc(=O)[nH]c2cc(NC(=O)C(F)(F)F)c(C)cc12	3%	-5%	-5%	-5	33%	-1.7	-7%	10%
CC(C)OC(=O)c1nn2c(C(F)(F)F)cc(-c3ccc(Br)o3)nc2c1Br	-3%	-16%	-13%	.	18%	0.8	?	-1%
COc1cccc(CNC(=O)c2ccc(NC(=O)C3CCCO3)cc2)c1 (centres undefined)	3%	3%	5%	.	31%	-0.5	-4%	1%
CCc1cccc2c(C(=O)CSc3nncn3-c3ccccc3OC)c[nH]c12	5%	-4%	7%	5	.	-3.1	-4%	-1%

5 records drawn at random from those above, as already listed:
SMILES	EPAC1 ag	WRN helicase inh	Abeta yeast res	PI5P4K alpha inh	FUS suppressor	IL2 activator	PLK1 PBD inh	EPAC1 antag
Cc1ccc(C(C)NC(=O)C23CC4CC(CC(C4)C2)C3)cc1 (centres undefined)	-4%	-1%	-14%	2	11%	-0.5	0%	-15%
COCc1cc(=O)[nH]c2cc(NC(=O)C(F)(F)F)c(C)cc12	3%	-5%	-5%	-5	33%	-1.7	-7%	10%
CCc1cccc2c(C(=O)CSc3nncn3-c3ccccc3OC)c[nH]c12	5%	-4%	7%	5	.	-3.1	-4%	-1%
O=C(COc1ccccc1)NNc1nc2c(F)cc(F)cc2s1	12%	1%	-3%	5	1%	-1.8	-5%	-3%
O=C(O)c1ncc(-c2ccccc2)cn1	16%	3%	0%	.	17%	1.4	-6%	-3%

Later entries.
SMILES	EPAC1 ag	WRN helicase inh	Abeta yeast res	PI5P4K alpha inh	FUS suppressor	IL2 activator	PLK1 PBD inh	EPAC1 antag
O=S(=O)(Nc1nc2ccccc2nc1NCc1ccco1)c1ccc(Cl)cc1	-2%	-15%	6%	-1	11%	-0.7	?	0%
O=C(CCC1N=C2c3ccccc3N=C(SCc3ccc(F)cc3)N2C1=O)NCc1ccco1 (centres undefined)	11%	-1%	20%	.	31%	0.5	-1%	-2%
CC(C)(C)OC(=O)N1CCC(C(=O)Nc2cccc(C(=O)N3CCOCC3)c2)CC1	0%	1%	-4%	3	-8%	2.1	-8%	5%
COc1ccccc1CNC(=O)C1CCN(c2ncnc3c2nc2n3CCCCC2)CC1	-10%	6%	-21%&-10%	-2	11%&3%	-3.1	1%	14%

Source: PubChem BioAssay (National Center for Advancing Translational Sciences (NCATS))
